Assay outcomes from PubChem.
Efflux pump inh – inhibitors of Candida efflux pumps in yeast, primary screen, S. cerevisiae, Nile Red, multiplex; S. cerevisiae Candida pump triplex; inhibition, % at 10 µM; hit rate 0.44% among 330,000; AID 485275, 2010;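 active = plate passing quality check with inhibition over a set limit, or well fluorescence over plate mean plus 4 SD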;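 also: Nile Red retained in pooled yeast measured as flow cytometry median fluorescence; 0% = buffer negative control and 100% = Enniatin B positive control; higher means more Nile Red kept so more efflux inhibition; some compounds called inactive have numbers as strong as hits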
AHR activator – AHR activators, primary screen, cell-based, luminescence, luciferase reporter, human | activation, % at 5 µM | hit rate 2.5% among 320,000 | AHR-responsive luciferase reporter cells | Aryl hydrocarbon receptor (Homo sapiens), P35869; in the data active = activation above about 47%;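 also: 0% = vehicle wells and 100% = reference agonist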
Target sequence (P35869 whole entry, looked up): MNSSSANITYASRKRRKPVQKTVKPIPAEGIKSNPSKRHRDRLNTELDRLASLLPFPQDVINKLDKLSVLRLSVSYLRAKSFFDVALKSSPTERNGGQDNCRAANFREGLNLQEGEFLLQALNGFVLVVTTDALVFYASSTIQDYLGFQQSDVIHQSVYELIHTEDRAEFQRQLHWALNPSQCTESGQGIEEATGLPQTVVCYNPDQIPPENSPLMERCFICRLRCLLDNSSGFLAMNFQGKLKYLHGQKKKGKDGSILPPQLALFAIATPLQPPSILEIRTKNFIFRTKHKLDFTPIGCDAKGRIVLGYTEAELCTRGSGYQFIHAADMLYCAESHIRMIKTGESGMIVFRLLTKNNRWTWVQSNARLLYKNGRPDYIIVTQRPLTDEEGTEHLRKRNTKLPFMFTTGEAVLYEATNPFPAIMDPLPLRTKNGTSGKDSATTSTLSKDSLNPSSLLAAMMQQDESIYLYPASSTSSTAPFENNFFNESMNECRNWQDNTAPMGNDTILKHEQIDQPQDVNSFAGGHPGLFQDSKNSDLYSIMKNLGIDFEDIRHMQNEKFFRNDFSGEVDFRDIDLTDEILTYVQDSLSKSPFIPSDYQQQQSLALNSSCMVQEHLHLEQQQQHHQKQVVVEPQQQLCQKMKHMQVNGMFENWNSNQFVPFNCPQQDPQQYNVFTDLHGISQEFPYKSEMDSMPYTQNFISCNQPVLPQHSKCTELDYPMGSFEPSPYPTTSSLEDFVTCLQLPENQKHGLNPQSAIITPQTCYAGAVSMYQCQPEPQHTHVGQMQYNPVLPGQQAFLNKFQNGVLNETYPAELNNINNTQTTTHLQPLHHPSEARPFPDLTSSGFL
RPL19A TOR yeast – RPL19A-GFP expression modulators in yeast, primary screen, cell-based, S. cerevisiae, multiplex flow cytometry, MLPCN | S. cerevisiae RPL19A-GFP strain, 3 h; active compounds read low | percent response vs DMSO, % at 10 µM | hit rate 0.3% among 330,000 | AID 2025, 2009;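 active = percent response vs DMSO below 50%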;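 also: median channel GFP fluorescence of the barcoded RPL19A-GFP strain; ratio of sample median GFP to plate DMSO average so 100% = DMSO; lower means less RPL19A-GFP as with rapamycin TOR inhibition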
MEP2 TOR yeast – modulators of MEP2-GFP levels in yeast, primary screen, S. cerevisiae, multiplex flow cytometry, MLPCN library. AID 2016, 2009. GFP response vs DMSO, % at 10 µM. hit rate 0.51% among 330,000. S. cerevisiae MEP2-GFP strain, 3 h; 100% = DMSO control level;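 active = GFP response versus DMSO above a set limit, roughly screen mean plus 3 SD, cut at about 180% in these data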;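 also: median GFP fluorescence of the barcode-gated MEP2-GFP cells per well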
AGP1 TOR yeast – modulators of AGP1-GFP expression in yeast TOR pathway, primary screen, cell-based, multiplex flow cytometry, S. cerevisiae, MLPCN library. hit rate 0.02% among 320,000. GFP response vs DMSO, % at 10 µM. 3 h; GFP as percent of DMSO wells. AID 2066, 2009;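 active = GFP response relative to DMSO above a set limit, near screen average plus 3 SD, cut at about 150% in these data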;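 also: median GFP channel fluorescence of the gated AGP1 strain per well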
LAP4 TOR yeast – modulators of LAP4-GFP expression in yeast, primary screen, S. cerevisiae, multiplex flow cytometry, MLPCN library; hit rate 0.34% among 320,000; GFP response vs DMSO, % at 10 µM; 3 h; median GFP as percent of DMSO wells;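 active = GFP response vs DMSO above a set limit, about the screen mean plus 3 SD, cut at about 150% in these data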
CR mimetic SO – reduction of superoxide in aged yeast, primary screen, HTS. S. cerevisiae aged cells, superoxide DHE fluorescence; active compounds read low. superoxide response (% of plate mean), % at 10 µM. hit rate 0.18% among 330,000. AID 2690, 2010;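 active = superoxide response under a set limit, about three screen SD below normal, cut at about 65% in these data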;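 also: yeast aged for seven days with compound at 30 °C before DHE staining; 100% = average MFI of all compound-treated wells on the plate with controls excluded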
CIT2 TOR yeast – modulators of CIT2-GFP expression in yeast, primary screen, S. cerevisiae, GFP fusion, multiplex flow cytometry, MLPCN library; S. cerevisiae CIT2-GFP strain, 3 h; 100 means same as DMSO wells; GFP response vs DMSO, % at 10 µM; hit rate 0.065% among 320,000; AID 2029, 2009;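 active = GFP response relative to DMSO above a set limit, near the screen mean plus 3 SD, cut at about 150% in these data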;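 also: ratio of well median GFP fluorescence to mean of DMSO wells on the plate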
Starred values were filed as active, the others as inactive; i = inactive; . = no result given. Rows are unselected; any-hit rate near 3.9%.

mol	AHR activator	MEP2 TOR yeast	RPL19A TOR yeast	CR mimetic SO	AGP1 TOR yeast	CIT2 TOR yeast	Efflux pump inh	LAP4 TOR yeast
Cc1ccc(S(=O)(=O)NC2CC2)s1	0	94	97	101	96	96	0.3	98
Cn1nnc(NC(=S)NC(=O)c2ccccc2)n1	0	99	90	78	100	90	0.1	109
CCOC(=O)N1CCN(c2cc(=O)n(-c3ccc(OC)cc3)c(=O)[nH]2)CC1	1	92	95	88	97	94	-0.1	97
Oc1cc2c(cc1CN1CCN(c3ncccn3)CC1)OCO2	0	97	101	84	102	100	0.0	102
Cc1cccc(NC(=S)NCCC(c2ccccc2)c2ccccc2)c1	-1	101	104	99	95	100	-8.5	92
CCOC(=O)Cn1c(=NC(=O)C2CC2)sc2c(C)cc(C)cc21	8	100	99	92	99	95	0.1	101
CCc1n[nH]c(=S)n1/N=C/c1cc(Br)c(OC)cc1OC	76*	99	101	105	96	99	-0.4	92
O=C(O)CCC(=O)N1N=C(c2c(-c3ccccc3)c3cc(Cl)ccc3[nH]c2=O)CC1c1ccco1 (stereo not drawn)	3	97	97	102	93	80	0.4	94
CC1CCCCN1C(=O)CSc1nc(-c2ccccc2)cc(=O)[nH]1 (stereo not drawn)	2	109	102	108	110	113	-0.1	107
CC(=O)Nc1ccc(S(=O)(=O)Nc2c(C)n(C)n(-c3ccccc3)c2=O)cc1	-1	111	95	90	106	99	0.1	100
CC12CCC(C(=O)N(NC(=O)c3cccnc3)C1=O)C2(C)C (stereo not drawn)	4	103	98	110	89	93	0.7	86
Cc1cccc(C)c1OCc1cc(C(=O)N2CCC(C3CCCCC3)C2)no1 (stereo not drawn)	10	105	112	103	102	102	-1.0	100
S=c1[nH]nc(Cc2ccccc2)n1Cc1ccco1	-3	103	102	106	93	113	-0.1	97
Cc1nn(S(=O)(=O)c2ccc(C(C)C)cc2)c(C)c1S(=O)(=O)N1CCOCC1	0	109	104	101	107	111	-0.1	106
CCCCCCNC(=O)c1c(O)c2ccccc2[nH]c1=O	4	96	100	101	102	103	0.1	94
CCn1cc(C(=O)Nc2ccc(OC)c(OC)c2)c2cc(OC)c(OC)cc2c1=O	5	100	98	97	102	99	0.1	95
O=[N+]([O-])c1ccc(COc2ccc(-c3[nH]ncc3-c3ccc(Cl)cc3)c(O)c2)cc1	27	96	102	111	100	101	18*	88
COc1ccccc1-n1c([S-])c(C(=O)Nc2ccccc2C(F)(F)F)[n+]2ccc(C(=O)NCCO)cc12	9	98	95	96	96	102	-0.1	98
Nc1ccn(CC(=O)NCc2ccc3c(c2)OCO3)c(=O)n1	-1	94	92	102	97	95	0.0	89
COc1ccc(Cl)cc1N1C(=O)c2cccnc2C1=O	4	101	104	97	97	102	0.0	98
COCCNC(=O)c1cccc(OC2CCN(Cc3ccc(F)c(OC)c3)CC2)c1	2	102	96	102	94	101	-0.1	86
CNC(=O)c1sc(=S)n(-c2ccc(OC)cc2)c1N	-2	100	99	i	101	101	0.0	90
CCCOc1ccc(CC(=O)N/N=C\c2ccc(F)cc2)cc1	0	110	102	102	96	98	-0.1	103
COc1ccccc1OCc1cc(C(=O)N(C)CCC2CCCCO2)no1 (stereo not drawn)	53*	98	95	97	103	100	0.0	108
O=C(Nc1ccc(N2CCN(C(=O)c3ccccc3)CC2)cc1)c1ccc(Br)o1	13	102	104	96	103	111	-0.3	101
C=CCn1c(-c2ccc(OC)c(OC)c2)cs/c1=N\c1ccccn1	9	88	93	98	97	102	0.1	90
O=C(NC1CCCC1)c1cc(-c2cccc(Cl)c2)on1	-9	102	99	94	99	96	-0.1	109
Nc1c(Cl)cc(Cl)cc1C(=O)OCC(=O)N1CCCC1=O	0	102	97	83	102	98	-0.1	105
CS(=O)(=O)c1ccccc1-c1nnc(NC(=O)c2ccco2)o1	-2	97	98	100	102	96	0.0	99
Cc1cc(=O)oc(C)c1C(=O)NCCc1ccccc1	-2	105	107	94	106	113	0.1	108

Two entries drawn at random from those above, as already listed:
mol	AHR activator	MEP2 TOR yeast	RPL19A TOR yeast	CR mimetic SO	AGP1 TOR yeast	CIT2 TOR yeast	Efflux pump inh	LAP4 TOR yeast
Cc1cccc(NC(=S)NCCC(c2ccccc2)c2ccccc2)c1	-1	101	104	99	95	100	-8.5	92
O=C(O)CCC(=O)N1N=C(c2c(-c3ccccc3)c3cc(Cl)ccc3[nH]c2=O)CC1c1ccco1 (stereo not drawn)	3	97	97	102	93	80	0.4	94

Further entries follow:
mol	AHR activator	MEP2 TOR yeast	RPL19A TOR yeast	CR mimetic SO	AGP1 TOR yeast	CIT2 TOR yeast	Efflux pump inh	LAP4 TOR yeast
O=S(=O)(Nc1ccc(-n2cccc2)cc1)c1ccccc1	-2	90	91	99	90	76	0.3	98
CC(C)c1ccc(C2(C)NC(=O)N(CC(=O)NC3CCCC(C)C3C)C2=O)cc1 (stereo not drawn)	0	95	94	122	89	91	0.1	92
COc1ccccc1CNc1nc2ccccc2n1CCN1CCCCC1	12	103	99	110	100	101	-0.1	108
CC(=O)N(CN1C(=O)c2ccccc2C1=O)c1ccc2c(c1)oc1ccccc12	2	104	97	97	98	92	0.2	105
COC(=O)c1c(C)[nH]c(C)c1C(C)=O	4	93	94	100	99	90	0.2	99
CC(NS(=O)(=O)c1cccc(Cl)c1)C(=O)Nc1ccc(-c2nc3ccccc3s2)cc1 (stereo not drawn)	46	107	98	95	98	104	-0.1	99
CCCCNC(=O)c1onc(CSc2ccc(F)c(F)c2)c1C(=O)O	5	94	101	89	106	102	-0.1	93
Nn1c(SCC(=O)Nc2nccs2)nnc1C1CC1	11	95	100	86	96	95	0.0	87
NS(=O)(=O)c1ccc(CCNC(=O)CN2CCN(Cc3cccc4ccccc34)CC2)cc1	0	98	93	101	93	96	0.1	97
CCOC(=O)N1CCC(N(CCN(C)C)C(=S)Nc2cc(Cl)cc(Cl)c2)CC1	1	97	96	102	99	103	0.0	105
Cc1ccsc1/C=N\NC(=O)Cn1nnc2ccccc21	46	92	99	117	97	94	0.7	96
O=C(NCCc1ccccc1)c1ccccc1C(=O)NCCc1ccccc1	70*	98	96	104	107	91	0.0	116
O=[N+]([O-])c1c(Nc2ccc(O)cc2)cc(N2CCOCC2)c2nonc12	-1	101	102	83	100	94	0.0	104
COc1ccc(CNC(=O)C2=CC(c3ccc(C)cc3)=NS(=O)(=O)N2C)cc1	-2	106	101	85	106	102	-0.1	109
Cc1cccc(C(=O)O/N=C(\c2ccccc2)c2cccnc2)c1	5	94	102	91	92	94	0.0	107
CC(=O)c1cccc(NC(=O)CCNS(=O)(=O)c2cccc(C(C)=O)c2)c1	3	108	108	99	117	107	0.1	98
COc1ccc(C(=O)Nc2ccc(N3CCN(C(=O)c4ccccc4)CC3)cc2)cc1[N+](=O)[O-]	-9	98	99	95	105	106	0.1	110
CC(C)(C)NS(=O)(=O)c1ccc(CCC(=O)N2CCOCC2)cc1	13	95	98	106	106	101	0.0	102
O=C1CCN(C(=O)CSc2ccc(Cl)cc2)N1	4	103	100	97	101	99	0.0	96
CCOc1ccc2nc(NC(=O)c3ccc(S(=O)(=O)N4CCOCC4)cc3)sc2c1	-1	106	111	94	118	105	-0.2	126
COc1ccccc1C1C(C(=O)c2cc3ccccc3o2)=C(O)C(=O)N1c1cc(C)on1 (stereo not drawn)	8	98	95	141	86	92	-0.1	97
CON(C)S(=O)(=O)c1cccc(C(=O)NC2CCSc3ccccc32)c1 (stereo not drawn)	2	101	91	95	89	96	-0.3	85
O=C(CNC(=O)N1CC(=O)Nc2ccccc21)NCc1cccc(Cl)c1	3	108	104	84	122	113	-0.1	121
CCN1CCCC(OC(=O)Nc2ccccc2)C1 (stereo not drawn)	38	98	102	102	101	98	0.1	110
COc1ccc(/C=C/C(O)=C2/C(=O)NC3(C)CC2c2ccccc2O3)c(OC)c1OC (stereo not drawn)	4	105	92	95	107	97	-0.1	99
Cc1ccc(S(=O)(=O)NCCc2cc3ccc(C)cc3[nH]c2=O)cc1	1	96	101	102	99	103	0.0	91
CCn1c(C(C)NC(=O)c2ccc(OC)c(OC)c2)nc2ccccc21 (stereo not drawn)	10	137	77	103	38	.	0.2	84
Cc1cc(C(=O)OCC(=O)c2c(N)n(C)c(=O)n(C)c2=O)c(C)o1	0	99	92	93	94	99	0.0	82
CCc1ccc(-c2nc(C(N)=O)c3[nH]c(=O)n(-c4ccccc4OC)c3n2)cc1	4	104	99	104	103	100	0.1	98
O=C(NC1CCCc2ccccc21)C(Cc1ccccc1)NS(=O)(=O)c1cccs1 (stereo not drawn)	5	111	110	99	110	100	-0.1	112
O=C(OCc1ccccc1Cl)c1ccccc1C(=O)c1ccccc1	4	100	101	116	100	101	-0.2	111
CCn1cc(C(=O)N2CCc3ccccc32)c(=O)c2cc(S(=O)(=O)N3CCOCC3)ccc21	9	104	102	102	101	106	-0.1	98
O=C(NCCc1ccc(Cl)cc1)C1CCC(=O)N1Cc1ccc(F)cc1 (stereo not drawn)	-1	99	100	99	102	97	-0.1	104
COc1cc(CC(=O)Nc2ccc3nc(SC)sc3c2)cc(OC)c1OC	5	105	100	102	105	98	-0.1	109
O=C(NNC1=Nc2ccccc2SC1)c1cccc([N+](=O)[O-])c1	49*	99	97	104	108	94	0.0	109
